Statin myotox sup – suppressors of statin myotoxicity in C2C12 myotubes, primary screen, cell-based, single point, plate reader | 0.78% of 330,000 active | rescue of ATP level, % at 7.49 µM | C2C12 myotubes + simvastatin, ATP luminescence, 48 h; scaled: DMSO 0, geranylgeraniol control 100;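 active means mean ATP rescue above about 67%, or every replicate alone reaching that limit, limit read from the data, passing the limit was not always enough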;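 further: myotubes were challenged with 10 µM simvastatin during compound exposure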
Cneo AK release – Cryptococcus neoformans cell lysis inducers, primary screen, AK release luminescence, single concentration; C. neoformans lysis, adenylate kinase release luminescence, 4 h; normalised: neutral wells 0, clomiphene wells 100; lysis activity, % at 15 µM; 0.2% of 360,000 active;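 active means mean lysis activity across replicates of at least 80%, whatever share of replicates individually reach that level; inactive means mean lysis activity below 80%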
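Assay system: Cryptococcus neoformans yeast cells / Dosing: single-point compound dose / Timing: 4 h at 37 °C static, read 1 h later / Measured by: luminescence of released adenylate kinase using an AK detection reagent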
PglD DTNB – C. jejuni PglD acetyltransferase inhibitors, primary screen, biochemical, DTNB colorimetric, single point; 0.098% of 360,000 active; AID 602405, 2012; purified PglD enzyme, DTNB colorimetric CoA detection; inhibition, % at 12.5 µM; UDP-N-acetylbacillosamine N-acetyltransferase PglD (Campylobacter jejuni); in the data active means inhibition above about 16%, passing the limit was not always enough; further: strong numbers were not always called active
PAX8 inh HTS – inhibitors of PAX8-driven TPO luciferase reporter, primary screen, RMG-I cells, single concentration. 1.2% of 360,000 active. inhibition, % at 12.6 µM. SteadyGlo, 24 h. AID 652154, 2013;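 active means mean replicate inhibition at least 60% with every replicate also reaching 60%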;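 further: luciferase light reporting Pax8 driven TPO promoter activity; plate controls were median of neutral control wells for no effect and mitoxantrone controls for full effect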
PGC1a acetyl inh – inhibitors of PGC1a acetylation signal, primary screen, cell-based, U2OS, AlphaScreen, inhibitor mode. 0.17% of 350,000 active. inhibition, % at 15.6 µM. AlphaScreen anti-acetyl-lysine; with virally co-expressed GCN5 acetyltransferase. AID 651687, 2012;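 active means every replicate shows inhibition of at least 40%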;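 further: 0% = neutral control wells and 100% = positive control wells; some results beyond the cut were filed as inactive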
GSIS activator – GLuc luminescence reporter in INS-1E cells, primary screen for activators of glucose-dependent secretion of insulin; INS-1E GLuc reporter insulin secretion, 2-3 h; activation, % at 16.6 µM; 0.61% of 370,000 active; AID 743287, 2014;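 active means lowest replicate activation of at least 40%, so every replicate reaches that level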;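 further: 0% = median of neutral control wells and 100% = median of IBMX positive control wells; some compounds called inactive have numbers as strong as hits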
LGR2 antag – inhibitors of bursicon-induced LGR2 CRE-luciferase signal, primary screen, cell-based, HEK293, CRE-luciferase reporter, bursicon stimulation; Drosophila bursicon receptor LGR2 (rickets); bursicon-stimulated, 4 h; inhibition, % at 9.99 µM; 0.35% of 380,000 active;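 active means drop in luminescence signal, shown as inhibition above about 50% in the replicate tests, limit read from the data, passing the limit was not always enough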;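 further: agonist challenge used bursicon conditioned medium at about half maximal strength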
ARNT TACC3 PPI – disruptors of ARNT/TACC3 protein interaction, primary screen, biochemical, AlphaScreen, single concentration; AlphaScreen His-ARNT PAS-B/GST-TACC3 binding, luminescence; TACC3 fragment carries E629A point mutation; 0.66% of 390,000 active; Transforming acidic coiled-coil-containing protein 3 (Homo sapiens), Q9Y6A5; inhibition, % at 9.99 µM;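 active means mean inhibition of replicates at least 50% and at least half of replicates each reaching 50%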;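 further: 0% = complete ARNT plus TACC3 wells and 100% = ARNT alone without TACC3; many hits fall short of the cut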
* = called active by the depositor; / = not tested or not shown.

SMILES	Statin myotox sup	Cneo AK release	PglD DTNB	PAX8 inh HTS	PGC1a acetyl inh	GSIS activator	LGR2 antag	ARNT TACC3 PPI
Cc1ccc(C)c(S(=O)(=O)N2CCN(C(=O)c3ccc4ccccc4n3)CC2)c1	2.6	1.8	2.4	31.3	/	-27.7	0.0	-0.2
O=C(N/N=C1\CCS(=O)(=O)c2ccc(F)cc21)c1ccc(O)cc1	/	/	/	-18.5	-2.6	3.3	-7.0	-0.4
CCC1(c2ccccc2)NC(=O)N(CC(=O)NCc2ccccc2OC)C1=O (stereo not drawn)	9.9	-2.3	-3.1	14.4	-7.3	14.6	-3.7	-2.3
CCOC(=O)Cn1nnc(-c2ccc(SC)cc2)n1	20.6	0.0	-2.2	9.3	25.9	/	/	-3.0
CC(C)(C)OC(=O)N1CCC(C(=O)Nc2ccc(C(=O)NC3CC3)cc2)CC1	10.2	-1.4	1.4	-29.4	11.4	-5.9	1.5	-0.7
CCN(CC(=O)Nc1ccc(Cl)c(S(=O)(=O)N(C)C)c1)Cc1nc2ccccc2c(=O)[nH]1	-3.3	8.3	-4.5	15.2	0.3	16.1	11.1	0.3
COc1ccc(NCc2nnc(SCC(=O)c3ccc(OC)cc3)o2)cc1	2.4	2.0	-3.3	/	-0.8	/	/	4.9
OC[C@H]1[C@@H](c2ccc(-c3cccc(F)c3)cc2)[C@@H]2CN(CCC(F)(F)F)CCCCN12	0.0	6.8	-1.9	-3.6	-0.8	-19.1	1.2	9.8
CC(C)CN(C(=O)c1ccc(Br)o1)C1CCS(=O)(=O)C1 (stereo not drawn)	-4.4	-2.3	-4.3	1.6	/	14.9	-13.4	0.2
Cc1ccc(CCNC(=O)C2CCC(=O)N2Cc2cccnc2)cc1 (stereo not drawn)	-8.0	5.9	/	/	13.7	/	/	-1.8
CC(C)[C@H](NC(=O)N1c2ccccc2NC(=O)[C@@H]1C(C)C)C(=O)N[C@H](Cc1ccccc1)C(=O)O	-3.9	0.7	-0.3	/	10.4	/	/	-27.6
O=C(COC(=O)c1ccc(O)cc1O)NC1CCS(=O)(=O)C1 (stereo not drawn)	6.1	-2.8	-6.7	-13.3	0.5	-0.1	13.8	7.0
Cc1ccc(C(=O)NC(=S)Nc2cccc3nsnc23)cc1	-18.6	1.2	2.6	/	6.4	/	/	-2.3
O=C(C[C@H]1C[C@H]2c3cc(NS(=O)(=O)c4ccc(F)cc4)ccc3O[C@H]2[C@H](CO)O1)NC1CCCCC1	5.2	-4.3	1.7	30.2	1.5	-32.7	-5.2	-6.8
O=C(Cn1nc(Cl)nc1Cl)c1cc2ccccc2oc1=O	-1.8	-0.9	3.2	-12.2	-1.3	/	/	-6.2

Shown with values under each structure: entries from further up.
Values run as follows: Statin myotox sup	Cneo AK release	PglD DTNB	PAX8 inh HTS	PGC1a acetyl inh	GSIS activator	LGR2 antag	ARNT TACC3 PPI
> Cc1ccc(C)c(S(=O)(=O)N2CCN(C(=O)c3ccc4ccccc4n3)CC2)c1
  2.6	1.8	2.4	31.3	/	-27.7	0.0	-0.2
> O=C(N/N=C1\CCS(=O)(=O)c2ccc(F)cc21)c1ccc(O)cc1
  /	/	/	-18.5	-2.6	3.3	-7.0	-0.4

More entries.
SMILES	Statin myotox sup	Cneo AK release	PglD DTNB	PAX8 inh HTS	PGC1a acetyl inh	GSIS activator	LGR2 antag	ARNT TACC3 PPI
Cc1ccc(-n2c(C)cc(C(=O)Cn3nc(C(=O)O)c4ccccc4c3=O)c2C)cc1	-6.6	/	/	-13.7	4.6	6.1	-20.8	-11.7
COc1cccc(NC(=O)N2C[C@@H](O)COC[C@H]3O[C@@H](CC(=O)NC4CCC4)CC[C@@H]32)c1	15.7	-0.7	6.6	-19.5	-5.3	13.2	-2.2	-8.3
C/C=C/c1ccc2c(c1)O[C@H](CN(C)Cc1ccccn1)[C@H](C)CN([C@@H](C)CO)S2(=O)=O	-13.3	2.4	0.4	-12.9	-13.3	23.7	-21.6	-0.5
CC1(C)CC(=O)C2=C(C1)OC(/N=C/N1CCCC1)=C(C#N)C2c1ccccc1 (stereo not drawn)	/	/	/	-2.5	/	21.7	-0.8	-7.0
CC(/C=N/NC(=O)c1cc(-c2cccnc2)nc2c1c(C)nn2-c1ccccc1)=C\c1ccccc1	2.7	-0.6	-0.2	14.2	7.8	-11.4	8.5	-6.8
Cc1ccc(N(CC(=O)NCCc2ccccc2)C(=O)CCC(=O)Nc2cc(C)ccn2)cc1	-17.1	1.8	-2.4	9.4	-2.9	-23.4	3.1	-5.1
O=C(CSc1nnc(CNC(=O)c2ccccc2F)o1)Nc1ccc2c(c1)OCCO2	-3.5	-4.0	-0.9	-2.3	1.4	/	/	-12.5
Cc1nc(SCC(=O)N(C)Cc2ccco2)c2c(C)c(C)sc2n1	-12.4	0.7	-2.7	12.7	-3.4	/	/	27.5
O=c1[nH]c(SCC2CCCCO2)nc2ccccc12 (stereo not drawn)	-6.4	-1.5	4.1	-64.3	-6.2	/	/	-23.1
CC(C)c1ccc(NC(=O)C2(C)Cc3c(-c4cccc(C(F)(F)F)c4)ccnc3O2)cc1 (stereo not drawn)	5.8	0.8	-2.7	-8.3	2.7	-6.7	6.1	/
Cc1ccc(N2C(=O)CC(C)CC2=O)cc1	1.3	-0.8	2.7	-0.1	-3.7	15.8	-0.6	-2.8
Cc1cc(=O)oc2c(C)c(OC(C)C(=O)Nc3ccc(N4CCC(C)CC4)cc3)ccc12 (stereo not drawn)	-45.4	35.9	9.7	2.2	-6.4	-35.9	11.9	-0.3
CC1CCCN(C(=O)CSc2cnc3ccccc3n2)C1 (stereo not drawn)	40.4	6.0	-1.1	/	-2.1	35.7	-42.8	-2.7
Cc1ccc(NC(=O)/C(=C/c2ccncc2)NC(=O)c2ccccc2)cc1	/	-1.0	-1.5	-2.9	-0.3	14.2	-5.0	0.0
O=C(Cn1ccc(=O)[nH]c1=O)Nc1ccc(C(=O)O)c(O)c1	-3.2	-0.3	9.8	-4.5	-9.9	13.0	-14.2	-0.9

Arranged by the number under ARNT TACC3 PPI (falling): 3 of the compounds above
SMILES	PglD DTNB	PGC1a acetyl inh	GSIS activator	LGR2 antag	ARNT TACC3 PPI
Cc1cc(=O)oc2c(C)c(OC(C)C(=O)Nc3ccc(N4CCC(C)CC4)cc3)ccc12 (stereo not drawn)	9.7	-6.4	-35.9	11.9	-0.3
CC1(C)CC(=O)C2=C(C1)OC(/N=C/N1CCCC1)=C(C#N)C2c1ccccc1 (stereo not drawn)	/	/	21.7	-0.8	-7.0
COc1cccc(NC(=O)N2C[C@@H](O)COC[C@H]3O[C@@H](CC(=O)NC4CCC4)CC[C@@H]32)c1	6.6	-5.3	13.2	-2.2	-8.3

Continuation.
SMILES	Statin myotox sup	Cneo AK release	PglD DTNB	PAX8 inh HTS	PGC1a acetyl inh	GSIS activator	LGR2 antag	ARNT TACC3 PPI
COCC#Cc1ccc2c(c1)O[C@@H](CN(C)C(=O)CC1CC1)[C@H](C)CN([C@@H](C)CO)S2(=O)=O	-0.9	-3.3	-1.6	/	-3.9	25.0	-11.0	7.9
CCN1CCCC(OC(=O)c2cc(-c3ccccc3Cl)nc3ccccc23)C1 (stereo not drawn)	/	/	/	-5.9	/	-3.2	6.7	9.1
O=C(Nc1ccc(Cl)cn1)c1ccc2nccnc2c1	/	-0.3	0.4	-154.2	-3.6	-2.2	-14.1	2.2
Cc1ccc(S(=O)(=O)Nc2ccc3c(c2)C(=O)N(C)[C@H]2CC[C@@H](CC(=O)O)O[C@@H]2CO3)cc1	17.5	-0.8	0.9	-2.1	-5.8	-2.7	-1.9	-16.1
COc1ccc(-n2cnc3cc(C(=O)NC4CCCC4)ccc32)cc1	/	-3.9	-2.2	23.6	/	-7.2	1.1	-2.3
COc1ccccc1-c1ccc([C@H]2[C@@H](CO)N(C(=O)NC(C)C)[C@H]2C#N)cc1	-2.4	4.0	0.6	-24.5	3.3	-4.5	-24.6	29.0
COc1ccc(C(C(=O)Nc2ccc(F)cc2)N(C(=O)Cn2nnc3ccccc32)C2CC2)cc1 (stereo not drawn)	3.6	4.7	2.3	/	1.4	/	/	1.0
CCOC(=O)c1cc(-c2ccc(Cl)s2)[nH]n1	10.3	/	/	-4.6	3.1	6.3	-52.0	2.9
O=C(NCc1cccc(F)c1)C1CCC(=O)N(CCCN2CCOCC2)C1 (stereo not drawn)	1.0	-1.8	2.6	-0.7	/	-2.0	0.1	/
CCN1CCC2(CCN(C(=O)c3cc(COc4cc(C)ccc4C)on3)C2)C1 (stereo not drawn)	21.6	0.7	-5.7	18.1	3.6	0.6	-11.0	-6.1
CCN1C(=O)C2CCCCN2c2ccc(C(=O)NCCOC)cc21 (stereo not drawn)	4.3	-2.8	6.8	12.7	/	7.7	-9.6	13.1
COc1ccc(NC(=O)Cn2nnc(C(=O)Nc3ccc(F)c(Cl)c3)c2N)cc1OC	-7.1	-3.0	0.9	3.0	4.1	12.0	3.5	/
CCCNC(=O)C[C@H]1CC[C@@H]2[C@@H](COc3ccc(NC(=O)c4cc(C)on4)cc3C(=O)N2C)O1	9.6	1.8	-4.8	3.5	1.0	4.9	-6.1	-24.3
COc1ccc(N2CCN(C(=O)CN3C(=O)c4ccccc4S3(=O)=O)CC2)cc1	21.6	-0.4	2.5	/	8.2	/	/	-4.6
CCC(=O)N[C@@H]1CC[C@H](CC(=O)OC)O[C@H]1CO	-10.3	-5.5	-3.5	-2.6	/	15.7	8.9	-8.8
CCN(CC)S(=O)(=O)c1ccc(N2CCOCC2)c(NC(=O)c2cccc3ccccc23)c1	/	2.4	-2.6	16.1	3.7	-4.7	7.8	-3.8
COc1cc(S(=O)(=O)Nc2cccnc2)ccc1Cl	1.0	-0.6	5.7	-14.2	/	7.8	-7.4	-3.6
COc1ccc(NC(=O)Nc2ccc3c(c2)C(=O)N([C@@H](C)CO)C[C@H](C)[C@@H](CN(C)Cc2ccc(Cl)c(Cl)c2)OCCCC[C@@H](C)O3)cc1	/	-0.3	2.3	34.4	5.2	8.7	-2.9	16.6
COc1cccc(C#Cc2ccc([C@@H]3[C@H](C#N)N(C(=O)C4CCC4)[C@H]3CO)cc2)c1	9.7	0.7	2.6	25.3	-6.0	8.7	5.3	9.5
CN(C)c1ccc(/C=C/c2nc3ccccc3c(=O)n2-c2ccc(C(=O)O)cc2)cc1	-15.8	-3.7	-8.6	3.5	/	-5.5	-9.3	-8.1
CCCn1c(SCC(=O)NC)nc2sc3c(c2c1=O)CCC3	21.0	-0.4	-4.9	-1.5	/	24.0	9.4	/
c1cn2cc(CSC3CCCCC3)nc2s1	6.3	6.7	1.4	/	/	0.6	-63.2	0.4
CCc1nc2ccc(C(=O)NCCCn3ccnc3)cn2c1N(C)Cc1nccs1	11.4	-5.5	0.1	-193.7	-20.6	-1.1	13.3	/
Cc1ccccc1-c1nc(-c2ccc(NC(=O)c3cccs3)cc2)no1	/	8.4	-0.9	/	-13.7	-44.0	-61.4	-10.5
COc1ccccc1/C=C/C=C(\C#N)C(=O)NC(C)c1ccccc1 (stereo not drawn)	7.9	-1.7	3.1	-7.5	/	-13.9	18.5	/
CC1CCC2(CC1)NC(=O)N(CC(=O)N1CCN(S(=O)(=O)c3ccc4c(c3)CCC4)CC1)C2=O (stereo not drawn)	5.8	-0.2	-0.3	-0.3	-0.2	0.9	9.6	-1.1
Cc1cc(C)c(C#N)c(N)n1	/	/	/	-20.9	2.6	3.6	-2.2	0.2
COC(=O)C[C@@H]1CC[C@H]2[C@@H](COc3ccc(NC(=O)C4CCOCC4)cc3C(=O)N2C)O1	-16.2	-2.6	1.8	-7.4	3.8	11.8	4.8	-8.5

Not a hit list, and some 2.9% of all compounds hit somewhere here.
